From PubChem BioAssay
BioA inh: BioA (M. tuberculosis) enzyme inhibition; 0.096% of 360,000 active; inhibition, % at 9.99 µM; AID 602481; purified M. tuberculosis BioA enzyme, plate reader; in the data active = inhibition above about 40%; inconclusive = no clear call, values can overlap the other calls
FadD28 FP inh: blocks FadD28 binding to the bisubstrate probe. inhibition, % at 12.5 µM. fluorescence polarization. 0.22% of 360,000 active; in the data active = inhibition above about 8.5%, passing the limit was not always enough; inconclusive = no clear call, values can overlap the other calls
BoNT-F LC inh: inhibitors of Botulinum neurotoxin F light chain protease | Multiplex microsphere protease cleavage assay, flow cytometry | inhibition, % at 10 µM | 0.22% of 360,000 active | AID 588497; in the data active = inhibition above about 35%, passing the limit was not always enough; inconclusive = no clear call, values can overlap the other calls; also: plate controls were buffer without enzyme for full effect and enzyme alone for no effect
FBA Mtb inh: inhibitors of M. tuberculosis fructose-bisphosphate aldolase; purified M. tuberculosis FBA, fluorescence read-out; inhibition, % at 1 µM; 2.3% of 360,000 active; in the data active = inhibition above about 27%;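 also: 0% = vehicle and 100% = reference inhibitor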
Target sequence (P9WQA3 whole entry, looked up): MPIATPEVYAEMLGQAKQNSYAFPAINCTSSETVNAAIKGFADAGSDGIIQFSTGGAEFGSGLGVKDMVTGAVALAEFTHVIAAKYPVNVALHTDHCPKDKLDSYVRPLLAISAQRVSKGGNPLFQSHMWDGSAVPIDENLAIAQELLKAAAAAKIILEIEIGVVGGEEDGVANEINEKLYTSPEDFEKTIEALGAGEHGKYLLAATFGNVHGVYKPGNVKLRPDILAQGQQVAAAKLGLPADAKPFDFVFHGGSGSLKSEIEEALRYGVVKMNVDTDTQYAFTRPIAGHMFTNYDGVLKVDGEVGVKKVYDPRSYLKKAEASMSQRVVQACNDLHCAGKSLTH
Anthrax LF prot: anthrax lethal factor protease inhibition; multiplex microsphere protease cleavage assay, LF; inhibition, % at 10 µM; 0.12% of 360,000 active; AID 588501; also: plate controls were buffer without enzyme for full effect and enzyme alone for no effect
PfHsp40 yeast: compounds rescuing yeast from Plasmodium falciparum HSP40 toxicity; S. cerevisiae expressing PfHsp40, growth rescue, ATP luminescence; growth rescue, % at 12.5 µM; 0.68% of 340,000 active; AID 504582; in the data active = growth rescue above about 28%, passing the limit was not always enough; inconclusive = no clear call, values can overlap the other calls;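 also: yeast W303a lacking pdr1 and pdr3 grown in galactose medium; growth measured after three days at 30 °C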
UGM FP inh: blocks M. tuberculosis UGM enzyme; 0.06% of 320,000 active; AID 504406; purified UGM, fluorescence polarization probe displacement; inhibition, % at 10 µM; in the data active = inhibition above about 10%, passing the limit was not always enough; inconclusive = no clear call, values can overlap the other calls
Target sequence (P9WIQ1 whole entry, looked up): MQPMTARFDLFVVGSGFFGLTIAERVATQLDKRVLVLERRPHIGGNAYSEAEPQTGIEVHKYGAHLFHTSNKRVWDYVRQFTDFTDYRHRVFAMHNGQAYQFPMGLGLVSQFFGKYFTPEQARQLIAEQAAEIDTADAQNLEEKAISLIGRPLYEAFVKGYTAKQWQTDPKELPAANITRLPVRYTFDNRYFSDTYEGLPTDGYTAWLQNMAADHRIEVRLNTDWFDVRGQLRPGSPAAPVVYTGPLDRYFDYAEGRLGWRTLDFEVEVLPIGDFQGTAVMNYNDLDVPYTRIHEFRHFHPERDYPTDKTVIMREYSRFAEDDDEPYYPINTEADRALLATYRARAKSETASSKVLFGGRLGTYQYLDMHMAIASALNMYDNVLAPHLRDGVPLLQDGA
BoNT-A LC inh2: inhibitors of Botulinum neurotoxin A light chain protease; AID 588499; 0.17% of 360,000 active; inhibition, % at 10 µM; multiplex microsphere protease substrate cleavage, flow cytometry; also: plate controls were buffer without enzyme for full effect and enzyme alone for no effect
GDH-TPI counter: GDH-TPI coupled enzyme inhibition counter-screen; GDH-TPI coupled enzyme counterscreen, NADH absorbance; inhibition, % at 4.8 µM; 1.2% of 360,000 active; in the data active = inhibition above about 30%;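 also: 0% = DMSO wells and 100% = wells lacking the enzyme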
An asterisk follows results filed as active; ? = inconclusive; . = not tested or not shown; + = active, no number. Rule as the data show it, unless noted: active = inhibition above about 30%; inconclusive = no clear call, values can overlap the other calls; inactive = below that. Not a hit list. About 4.7% of those tested had a hit in this group.

Every second line gives: BioA inh | FadD28 FP inh | BoNT-F LC inh | FBA Mtb inh | Anthrax LF prot | PfHsp40 yeast | UGM FP inh | BoNT-A LC inh2 | GDH-TPI counter
> COC(=O)c1cccc(NS(C)(=O)=O)c1C
  2.1 | -2.3 | 0 | 2 | -7 | -0.7 | 1.1 | 0.2 | -7
> Cc1ccc(C(=O)CCC(=O)Nc2cccnc2)cc1C
  0.5 | -2.2 | -4 | 2 | -5 | 4.7 | -2.8 | -1.3 | -5
> Cc1cccc(-n2nc(C)c3c2NC2=C(C(=O)CCC2)C3c2ccccn2)c1 (configuration not stated)
  1.1 | 0.3 | -1 | 5 | -3 | 0.1 | -2.2 | -0.4 | 4
> Cc1ccc(NC(=O)COC(=O)CCC(=O)c2cccs2)cc1C
  -2.1 | -2.8 | -5 | 0 | -6 | 0.8 | 1.8 | -1.2 | 15
> c1ccc(-c2cn(-c3ccccc3)c3[n+]2CCS3)cc1
  0.5 | -1.7 | -2 | -1 | -2 | -0.7 | -1.8 | -0.7 | 0
> CCC(=O)c1ccc(OC(=O)c2ccc(Br)o2)cc1
  1.2 | -3.0 | -4 | -5 | 2 | 1.1 | -1.7 | 0.3 | -10
> CCOc1ccc(NC(=O)c2ccccc2-c2ccccc2C(=O)O)cc1
  0.2 | 0.3 | ? | -3 | 4 | -1.2 | 3.6 | -1.5 | 6
> CC(NC(=O)CCN1C(=O)c2ccccc2C1=O)c1ccccc1 (configuration not stated)
  -5.7 | 0.0 | ? | 2 | -18 | -2.0 | -1.6 | 3.7 | 3
> CC(NC(=O)CN1C(=O)NC2(CCCCCCC2)C1=O)c1ccccc1 (configuration not stated)
  2.7 | -1.3 | -6 | 4 | -1 | 0.0 | 0.8 | 1.8 | -2
> NC(=O)c1c(N)sc(=S)n1-c1ccccc1
  -0.2 | -0.3 | 11 | 0 | 4 | -0.9 | 0.5 | 0.1 | 19
> COc1ccc(Cl)cc1N1C(=NC(=O)C2CCCO2)SC2CS(=O)(=O)CC21 (configuration not stated)
  0.1 | -0.2 | -4 | 4 | -4 | 2.3 | -3.6 | -2.2 | 3
> COc1cc(OC)c(NC(=O)Nc2ccc(OC)c(OC)c2)cc1Cl
  0.0 | -1.2 | -2 | 2 | -7 | 0.1 | -1.6 | 0.0 | 12
> COc1cccc(SCc2noc(C(=O)NCCN(C)C)c2C(=O)NCCN(C)C)c1
  0.9 | -0.8 | 2 | -1 | -6 | -0.6 | 1.3 | -0.1 | 4
> O=c1[nH]c(CN2CCN(c3ccccc3O)CC2)nc2scc(-c3ccccc3Cl)c12
  -0.8 | 1.0 | -10 | -1 | -7 | 29* | 0.4 | -0.8 | 5
> Cc1ccc(S(=O)(=O)c2n[nH]n3c2nc(=O)c2ccccc23)cc1
  0.0 | -3.7 | -17 | 10 | 0 | -0.6 | -0.5 | 0.6 | 7
> CCC1(C)CN=C(c2ccccc2)NC1 (configuration not stated)
  -0.2 | 1.2 | -6 | 7 | 7 | -0.9 | . | 0.2 | 12
> COc1ccc(/C=C/C(=O)NC(=S)NNC(=O)c2cccs2)cc1
  . | -4.1 | -2 | 3 | 4 | 0.5 | -1.4 | -1.3 | 18
> CC1CCCC(C)N1C(=O)Cc1ccccc1 (configuration not stated)
  -1.9 | -2.3 | -1 | 3 | -3 | -1.6 | 0.6 | 0.4 | 12
> Cc1ccc2oc(C(=O)N3CCC(O)(c4ccccc4)CC3)c(C)c2c1
  4.7 | -3.0 | ? | -2 | -4 | ? | 2.9 | -1.2 | 0
> COC(=O)C1(C)NC(c2ccco2)C2C(=O)N(c3ccc(F)cc3)C(=O)C21 (configuration not stated)
  0.6 | -3.6 | -2 | -1 | -3 | -0.9 | -0.8 | -0.4 | -13
> O=C(Nc1c(C(=O)N2CCCCC2)cnn1-c1ccccc1)c1ccccc1F
  0.6 | -3.1 | 4 | 3 | -3 | -1.6 | -2.8 | 1.6 | -3
> CCN(CC)C(=O)Oc1ccc2c(c1)O/C(=C\c1ccco1)C2=O
  -0.9 | -2.6 | -12 | -2 | 10 | 1.0 | -0.3 | 2.3 | 0
> COc1ccccc1/C=C/C1(C(=O)NC2CCCC2)CC(=O)N1c1ccccc1 (configuration not stated)
  -2.6 | -0.3 | -7 | 2 | -1 | 2.3 | 2.6 | -0.5 | 0
> COc1ccc(CNC(=O)CN(c2ccc(OC)c(Cl)c2)S(=O)(=O)c2ccc(C)cc2)cc1
  0.9 | -1.3 | -7 | 3 | 7 | 0.9 | -0.3 | 0.1 | 0
> COc1cccc(CNC(=O)C2CC(=O)N(C3CCCCC3)C2)c1 (configuration not stated)
  -3.8 | -1.2 | 7 | 1 | -1 | -0.5 | 2.0 | -2.0 | 7
> O=C(Cc1ccccc1)NNC(=S)Nc1ccccc1
  . | -2.5 | -3 | 0 | -2 | 0.5 | -0.1 | -0.8 | 1
> O=C(CSCc1cnn(-c2ccccc2)c1-n1cccc1)N1CCN(Cc2ccccc2)CC1
  0.4 | -2.4 | 8 | -1 | -3 | 0.0 | -3.1 | ? | -4
> C=CCNC(=O)/C(C#N)=C/c1c(N2CCN(c3ccc(OC)cc3)CC2)nc2c(C)cccn2c1=O
  -0.8 | -0.3 | -17 | 46* | -5 | 1.3 | 0.6 | 0.0 | 15
> CCOc1ccc2oc(C(=O)OCC(=O)N3CCCC(C)C3)c(C)c2c1 (configuration not stated)
  -1.4 | -1.9 | . | 49* | . | 1.1 | -1.4 | . | 4
> CC(C)Cn1c(N)c(C(=O)COC(=O)c2ccccc2Cl)c(=O)n(C)c1=O
  . | -1.6 | 2 | 1 | 1 | 0.4 | -1.2 | -0.8 | 0
> CC(=O)OC(C(=O)NC1CCCCC1)c1cccc(C)c1 (configuration not stated)
  0.5 | -1.2 | 2 | 0 | -6 | 0.4 | -0.1 | 0.6 | -9
> O=C(N/N=C/c1ccc(OC(=O)c2ccccc2)cc1)c1cccnc1
  0.7 | -1.2 | 0 | + | -1 | 0.6 | -1.1 | 0.4 | 0
> COc1ccc(NC(=O)c2cccc3c2C(=O)N(CC2CCCO2)C3)cc1OC (configuration not stated)
  -0.1 | 0.4 | -2 | -1 | -8 | 2.5 | -0.6 | -0.5 | 15
> Cc1ccc(-n2cnc3sc(C)c(C)c3c2=O)cc1
  -1.4 | -0.3 | -3 | 14 | 1 | 0.8 | 0.0 | -0.3 | 1
> COc1ccc(NS(=O)(=O)c2c(C)cc(C)cc2C)cn1
  0.5 | -0.2 | -3 | 0 | 0 | -0.9 | 2.7 | -0.2 | 4
> CCC(=O)n1nc(-c2cccnc2)nc1NCc1ccccc1
  . | -2.1 | -5 | 0 | -4 | -0.2 | . | -1.0 | 3
> CCOc1ccc(NC(=O)CN(C)C(=O)C(C)Oc2ccc(Cl)cc2)cc1OCC (configuration not stated)
  1.7 | 1.1 | . | 2 | . | -0.1 | . | . | -6
> O=C(NCCO)C1CCN(S(=O)(=O)c2ccc(F)cc2)CC1
  -2.3 | -1.2 | -4 | -4 | -2 | -0.9 | -0.6 | 1.0 | -1
> CCC(=O)Nc1cc2nn(-c3ccc(C)cc3)nc2cc1C
  -2.1 | -1.1 | 2 | 6 | 2 | 0.4 | -3.1 | 0.4 | 13
> C#CCOCCOCCOCCNc1nc(N2CCN(C(=O)CCCCCCCCCCNC(=O)Cn3cc(C[C@@H](C)O)nn3)CC2)nc(N2CCN(C(=O)CCCCCCCCCCNC(=O)[C@@H]([C@H](C)CC)n3cc(CCCCCN)nn3)CC2)n1
  -1.0 | -4.8 | -37 | 7 | -13 | 4.1 | -1.1 | -0.6 | -8

Four entries out of the list, arranged by SMILES length, low to high.
Every second line gives: BioA inh | FadD28 FP inh | BoNT-F LC inh | FBA Mtb inh | Anthrax LF prot | PfHsp40 yeast | UGM FP inh | BoNT-A LC inh2 | GDH-TPI counter
> Cc1ccc(-n2cnc3sc(C)c(C)c3c2=O)cc1
  -1.4 | -0.3 | -3 | 14 | 1 | 0.8 | 0.0 | -0.3 | 1
> COc1ccc(NS(=O)(=O)c2c(C)cc(C)cc2C)cn1
  0.5 | -0.2 | -3 | 0 | 0 | -0.9 | 2.7 | -0.2 | 4
> O=C(NCCO)C1CCN(S(=O)(=O)c2ccc(F)cc2)CC1
  -2.3 | -1.2 | -4 | -4 | -2 | -0.9 | -0.6 | 1.0 | -1
> O=C(N/N=C/c1ccc(OC(=O)c2ccccc2)cc1)c1cccnc1
  0.7 | -1.2 | 0 | + | -1 | 0.6 | -1.1 | 0.4 | 0

The listing picks up with the two entries that preceded the break.
Every second line gives: BioA inh | FadD28 FP inh | BoNT-F LC inh | FBA Mtb inh | Anthrax LF prot | PfHsp40 yeast | UGM FP inh | BoNT-A LC inh2 | GDH-TPI counter
> CCC(=O)Nc1cc2nn(-c3ccc(C)cc3)nc2cc1C
  -2.1 | -1.1 | 2 | 6 | 2 | 0.4 | -3.1 | 0.4 | 13
> C#CCOCCOCCOCCNc1nc(N2CCN(C(=O)CCCCCCCCCCNC(=O)Cn3cc(C[C@@H](C)O)nn3)CC2)nc(N2CCN(C(=O)CCCCCCCCCCNC(=O)[C@@H]([C@H](C)CC)n3cc(CCCCCN)nn3)CC2)n1
  -1.0 | -4.8 | -37 | 7 | -13 | 4.1 | -1.1 | -0.6 | -8
> CCS(=O)(=O)NC(=O)C1(C)CCN1C(=O)C1(c2ccc(Cl)cc2)CC1 (configuration not stated)
  -1.1 | -2.0 | -7 | 2 | 1 | . | . | 0.3 | 6
> O=C(CSc1ccccn1)N/N=C/c1ccccc1[N+](=O)[O-]
  . | -2.7 | 1 | 4 | 2 | 0.2 | 2.0 | 0.0 | 4
> COc1cc(C(=O)OC2CCOC2=O)cc(Cl)c1OC (configuration not stated)
  -1.0 | -3.2 | -12 | -1 | 1 | -3.0 | -2.2 | -0.7 | 6
> CC1CCC(C(O)(C(=O)c2ccccc2)c2ccccc2)C(=O)C1 (configuration not stated)
  -0.8 | -3.0 | -8 | 0 | -5 | . | . | -0.7 | 4
> O=C(CSc1nnc(SCc2cccc3ccccc23)s1)c1ccc2c(c1)OCO2
  -0.4 | -0.7 | 3 | -1 | 0 | 2.6 | -0.9 | 5.6 | 11
> COC(=O)c1cc(C(=O)Nn2cnnc2)cc([N+](=O)[O-])c1
  -1.3 | -1.2 | 9 | 1 | 3 | -0.1 | -1.2 | 2.6 | 6
> CC1CCCCN1C(=O)CSc1nc2c(c(=O)n(C)c(=O)n2C)n1C (configuration not stated)
  0.0 | -1.0 | 3 | 1 | 2 | -1.1 | 0.2 | -0.1 | -2
> COc1cccc(N(CC(=O)NC(C)c2ccccc2)S(C)(=O)=O)c1 (configuration not stated)
  -0.5 | -4.5 | 4 | 1 | 5 | 0.8 | -1.1 | 0.7 | -5
> CCOC(=O)c1ccc(NC(=O)NCc2ccc(OC)cc2)cc1
  . | -1.0 | 4 | 1 | -3 | -0.3 | -5.6 | -0.1 | 3
> CC(=O)c1cccc(N(C(=O)c2ccco2)C(C(=O)NC2CCCCC2)c2ccc(C)o2)c1 (configuration not stated)
  2.5 | . | 3 | 1 | 0 | 0.9 | 0.2 | -0.4 | -5
> CCOc1ccccc1C(=O)N1c2ccccc2Sc2ccccc21
  . | -4.5 | -3 | -3 | -3 | 2.9 | 0.3 | 0.1 | -3
> CCOC(=O)COn1c(=O)c(-c2ccc(Cl)cc2)[n+]([O-])c2ccccc21
  -1.2 | 0.2 | -9 | 1 | 4 | -1.1 | -1.5 | -0.8 | 6
> Cc1ccc(O)c(N=Nc2ccc(S(=O)(=O)N3CCOCC3)cc2)c1
  2.7 | -1.4 | -1 | -6 | -6 | -0.8 | 0.0 | -1.0 | 4
